High-throughput results: PubChem, Broad Institute
PglD inh: PglD (C. jejuni) enzyme inhibition; purified PglD enzyme, DTNB colorimetric CoA detection; inhibition, % at 12.5 µM; actives 0.098% (n = 360,000); in the data active = inhibition above about 16%, passing the limit was not always enough; also: strong numbers were not always called active
ERAP1 HTS inh: blocks human ERAP1 aminopeptidase activity | inhibition, % at 10.7 µM | actives 0.15% (n = 340,000) | recombinant ERAP1, Leu-AMC fluorescence, 60 min | Q9NZ08;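 active = mean replicate inhibition of at least 30%, or all replicates individually reaching that 30% level; inactive = mean below 30% and not every replicate reaching it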;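 also: 0% = neutral control wells and 100% = L-leucinethiol positive control wells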
Target sequence (Q9NZ08 whole entry, looked up): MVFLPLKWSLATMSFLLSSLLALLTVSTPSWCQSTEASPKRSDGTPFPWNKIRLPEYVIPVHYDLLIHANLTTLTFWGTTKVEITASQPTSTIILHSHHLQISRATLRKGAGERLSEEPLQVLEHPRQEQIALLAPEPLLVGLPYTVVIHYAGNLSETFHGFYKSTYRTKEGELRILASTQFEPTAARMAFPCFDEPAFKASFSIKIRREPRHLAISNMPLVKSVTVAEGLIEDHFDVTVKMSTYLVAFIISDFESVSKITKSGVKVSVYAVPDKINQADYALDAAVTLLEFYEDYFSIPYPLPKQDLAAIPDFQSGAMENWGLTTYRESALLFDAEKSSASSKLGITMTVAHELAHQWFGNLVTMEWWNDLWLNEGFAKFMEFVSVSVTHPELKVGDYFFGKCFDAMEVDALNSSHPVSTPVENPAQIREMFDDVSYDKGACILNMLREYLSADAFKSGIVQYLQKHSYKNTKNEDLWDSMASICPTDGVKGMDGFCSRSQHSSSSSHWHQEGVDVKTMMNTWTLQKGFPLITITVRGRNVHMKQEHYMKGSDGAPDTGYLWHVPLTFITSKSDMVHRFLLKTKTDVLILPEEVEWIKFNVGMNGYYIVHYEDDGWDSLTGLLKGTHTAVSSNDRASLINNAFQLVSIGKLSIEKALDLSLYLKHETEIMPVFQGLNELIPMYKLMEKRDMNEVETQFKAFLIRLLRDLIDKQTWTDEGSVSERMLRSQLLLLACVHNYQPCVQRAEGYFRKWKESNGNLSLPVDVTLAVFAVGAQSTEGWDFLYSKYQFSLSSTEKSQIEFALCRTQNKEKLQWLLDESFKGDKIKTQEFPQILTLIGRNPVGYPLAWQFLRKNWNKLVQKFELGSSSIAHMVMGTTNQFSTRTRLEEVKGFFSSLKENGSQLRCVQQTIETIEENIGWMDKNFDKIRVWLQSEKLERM
PAX8 inh HTS: inhibitors of PAX8 transcriptional activity in RMG-I cells; RMG-I TPO-luciferase reporter, SteadyGlo, 24 h; inhibition, % at 12.6 µM; actives 1.2% (n = 360,000); AID 652154;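 active = mean replicate inhibition at least 60% with every replicate also reaching 60%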;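 also: luciferase light reporting Pax8 driven TPO promoter activity; plate controls were median of neutral control wells for no effect and mitoxantrone controls for full effect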
FN deposition inh: fibronectin deposition inhibition | inhibition, % at 12.6 µM | actives 0.086% (n = 350,000) | AH1F fibroblasts, Alexa488-fibronectin deposition fluorescence, overnight | AID 743247;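 active = mean inhibition across replicates of 30% or more, regardless of how many single replicates reach that level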;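 also: positive control wells lacked labelled fibronectin entirely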
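Material – AH1F fibroblast monolayer, labelled fibronectin deposition · Reagent – labelled fibronectin 24 nM · Timing – 1 h adhesion, overnight exposure · Measured by – fluorescence at 485 nm excitation, 525 nm emission · Read-out – inhibition of fibronectin deposition signal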
PGC1a acetyl inh: modulators of PGC1a acetylation | U2OS PGC1a acetylation, AlphaScreen anti-acetyl-lysine; with virally co-expressed GCN5 acetyltransferase | inhibition, % at 15.6 µM | actives 0.17% (n = 350,000) | AID 651687;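 active = every replicate shows inhibition of at least 40%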;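 also: 0% = neutral control wells and 100% = positive control wells; some results beyond the cut were filed as inactive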
EWS-Fli inh: EWS/Fli transcriptional activity inhibition. A673 NR0B1-luciferase reporter, viability-normalised. inhibition, % at 12.6 µM. actives 0.67% (n = 350,000). AID 651661;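 active = mean inhibition of at least 50% after viability correction, with every replicate also passing that limit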;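 also: firefly luciferase signal divided by Alamar Blue viability fluorescence both relative to DMSO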
S100A4 MyoIIA: blocks human S100A4 binding to myosin IIA peptide; inhibition, % at 10.7 µM; S100A4/TAMRA-MyoIIA peptide fluorescence polarization; AID 652163; actives 0.14% (n = 360,000); P26447;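 active = mean inhibition of at least 70% across replicates, with every replicate also reaching that level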
Target sequence (P26447 whole entry, looked up): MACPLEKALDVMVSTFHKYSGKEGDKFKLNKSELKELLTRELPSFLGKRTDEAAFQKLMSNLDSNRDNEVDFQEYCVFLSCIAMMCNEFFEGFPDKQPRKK
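Test system: S100A4 monomer protein; Medium: HEPES pH 7.2 with CaCl2, KCl, NaCl, DTT, Triton; Probe or stimulus: TAMRA-labelled myosin IIA heavy-chain peptide probe, 5 nM; Doses: one dose per compound; Times: polarization read 5 min after assay mix addition, stable 5–60 min; Benchmarks: neutral control DMSO, positive control TFP.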
LGR2 inh: Drosophila LGR2 receptor signaling inhibition. HEK293 LGR2, CRE-luciferase, bursicon-stimulated, 4 h. inhibition, % at 9.99 µM. actives 0.35% (n = 380,000);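 active = drop in luminescence signal, shown as inhibition above about 50% in the replicate tests, limit read from the data, passing the limit was not always enough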;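 also: agonist challenge used bursicon conditioned medium at about half maximal strength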
Active calls of the source: *; . = no result given. The order is random; any-hit rate near 2.1%.

SMILES	PglD inh	ERAP1 HTS inh	PAX8 inh HTS	FN deposition inh	PGC1a acetyl inh	EWS-Fli inh	S100A4 MyoIIA	LGR2 inh
CN1c2ccc(C3=CCCCC3)cc2[C@H]2[C@H](CCN2C(=O)C2CC2)[C@@H]1CO	.	1	100*	.	38	-3	14	.
CCn1cc(C(=O)NC(=S)Nc2sc3c(c2C(=O)OC)CCCCCC3)cn1	1	.	4	3	.	.	.	8
Cc1ccc(S(=O)(=O)Nc2ccc3c(c2)CC(=O)N([C@@H](C)CO)C[C@H](C)[C@@H](CN(C)S(=O)(=O)c2cccs2)O3)cc1	5	-3	-17	.	-17	-8	-12	-3
C=CCn1c(C(C)NC(=O)c2ccccc2C)n[nH]c1=S (stereo unspecified)	1	1	-17	-15	.	-3	0	3
Cc1sc2ncn(CC(=O)NCC(=O)N3CCN(c4ccc(F)cc4)CC3)c(=O)c2c1C	-6	1	15	-1	4	8	0	26
CCC(=O)N1C[C@H](O)COC[C@H]2O[C@H](CC(=O)NCc3ccccc3Cl)CC[C@@H]21	0	.	.	-33	-4	.	.	-9
CCn1c(C)nc2cc(C(=O)NNC(=O)c3ccc(Cl)nc3)ccc21	-5	-2	-16	2	0	-2	-4	-5
O=C(C1CCOCC1)N1C[C@@H]2[C@H](c3ccccc31)[C@@H](CO)N2C(=O)Cc1ccccc1	7	2	-14	.	2	0	1	23
COCCN1C(=O)N(c2ccccc2)C(=O)C1CC(=O)Nc1cc(OC)cc(OC)c1 (stereo unspecified)	-8	0	4	1	-7	5	6	-4
CC(C)C(=O)Nc1ccc2c(c1)C(=O)N(C)[C@@H]1CC[C@@H](CC(=O)Nc3ccccc3)O[C@H]1CO2	2	-1	14	-5	1	-6	7	0
Cc1noc(C)c1NC(=O)Nc1ccc2c(c1)C(=O)N([C@H](C)CO)C[C@H](C)[C@@H](CN(C)C(=O)NC(C)C)OCCCC[C@H](C)O2	-2	0	-9	11	9	-13	1	31
COCCN(Cc1cc2cc(C)ccc2n2nnnc12)C(=S)Nc1ccc(OC)cc1	.	-4	14	5	-5	11	11	-19
CC(C)NC(=O)Nc1ccc2c(c1)C(=O)N([C@@H](C)CO)C[C@@H](C)[C@H](CN(C)C(=O)Nc1cccc3ccccc13)O2	0	3	6	.	4	.	-9	0
COc1ccc(-c2cc(C(=O)N/N=C(\C)c3cccnc3)c3ccccc3n2)cc1	-4	0	-8	.	-14	.	3	-38
COC(=O)[C@H]1[C@H](CO)[C@H]2Cn3c(ccc(-c4ccccc4)c3=O)[C@H]2N1CCc1ccccc1	1	-4	4	.	-6	-2	2	-7
COc1cccc(NC(=O)N(C)C[C@@H]2Oc3ncc(C4=CCCCC4)cc3C(=O)N([C@@H](C)CO)C[C@H]2C)c1	4	4	.	.	-5	10	-7	17
Cc1noc(C)c1S(=O)(=O)Nc1ccc2c(c1)C(=O)N([C@H](C)CO)C[C@@H](C)[C@@H](CN(C)Cc1ccccc1)O2	-5	-1	-3	.	.	4	3	-2
Cc1cc(OCC(=O)Nc2cnn(CCCC(=O)O)c2)ccc1Cl	4	-2	6	-1	-9	.	-13	9
CC(=O)c1c(C)[nH]c(C(=O)OCC(=O)Nc2sc3c(c2C#N)CCCC3)c1C	.	2	20	-1	.	-2	9	8
CCOc1ccc(N2C(=O)CC(S/C(N)=N/N=C/c3cccs3)C2=O)cc1 (stereo unspecified)	-1	.	16	4	5	.	.	0
Cc1cccc(NC(=O)COC(=O)CCc2ccc(S(=O)(=O)N3CCOCC3)cc2)c1C	-3	-1	13	-11	.	8	12	17
CCn1cc(C(=O)NCc2ccco2)c(=O)c2cc(S(=O)(=O)N3CCCC3)ccc21	.	0	4	-4	-3	8	0	-6
CC(=O)c1sc(Nc2cccc(C)c2)nc1C	.	0	-31	-9	.	-23	5	-55
CC(C)NC(=O)N[C@H]1CC[C@@H](CC(=O)N2CCCCC2)O[C@H]1CO	0	1	-6	5	1	-10	-8	20
CCOC(=O)N=Nc1c(O)n(Cc2ccccc2)c2ccccc12	.	-5	-7	5	.	-38	6	-17
Cn1c(SCC(=O)Nc2cccc(C(=O)O)c2)nnc1-c1cc2cc(Br)ccc2o1	-1	6	2	5	8	-5	0	.
CC12CCC(=O)N1C(C(=O)Nc1ccc(F)c(Cl)c1)CS2 (stereo unspecified)	.	-1	-1	-2	.	2	-9	-2
COc1ccc(CN(C)C[C@H]2OCCCC[C@H](C)Oc3ccc(NC(=O)Nc4ccccc4)cc3C(=O)N([C@H](C)CO)C[C@@H]2C)cc1	2	.	-7	-6	-9	-2	.	-1
Cc1nc2ccccn2c(=O)c1NC(=O)c1ccc2c(c1)OCO2	4	1	-5	.	-2	-14	-5	-3
CCOC(=O)c1cnc(-n2nc(C)cc2C)nc1NC(C)c1ccccc1 (stereo unspecified)	-4	.	17	4	-21	.	.	.

Ordered by molecular weight (low to high): 11 of the compounds above.
SMILES	PglD inh	ERAP1 HTS inh	PAX8 inh HTS	FN deposition inh	PGC1a acetyl inh	EWS-Fli inh	S100A4 MyoIIA	LGR2 inh
CC(=O)c1sc(Nc2cccc(C)c2)nc1C	.	0	-31	-9	.	-23	5	-55
C=CCn1c(C(C)NC(=O)c2ccccc2C)n[nH]c1=S (stereo unspecified)	1	1	-17	-15	.	-3	0	3
Cc1nc2ccccn2c(=O)c1NC(=O)c1ccc2c(c1)OCO2	4	1	-5	.	-2	-14	-5	-3
Cc1cc(OCC(=O)Nc2cnn(CCCC(=O)O)c2)ccc1Cl	4	-2	6	-1	-9	.	-13	9
COc1ccc(-c2cc(C(=O)N/N=C(\C)c3cccnc3)c3ccccc3n2)cc1	-4	0	-8	.	-14	.	3	-38
CCn1cc(C(=O)NC(=S)Nc2sc3c(c2C(=O)OC)CCCCCC3)cn1	1	.	4	3	.	.	.	8
CCn1cc(C(=O)NCc2ccco2)c(=O)c2cc(S(=O)(=O)N3CCCC3)ccc21	.	0	4	-4	-3	8	0	-6
COCCN(Cc1cc2cc(C)ccc2n2nnnc12)C(=S)Nc1ccc(OC)cc1	.	-4	14	5	-5	11	11	-19
Cn1c(SCC(=O)Nc2cccc(C(=O)O)c2)nnc1-c1cc2cc(Br)ccc2o1	-1	6	2	5	8	-5	0	.
COc1cccc(NC(=O)N(C)C[C@@H]2Oc3ncc(C4=CCCCC4)cc3C(=O)N([C@@H](C)CO)C[C@H]2C)c1	4	4	.	.	-5	10	-7	17
CC(C)NC(=O)Nc1ccc2c(c1)C(=O)N([C@@H](C)CO)C[C@@H](C)[C@H](CN(C)C(=O)Nc1cccc3ccccc13)O2	0	3	6	.	4	.	-9	0

The listing continues:
SMILES	PglD inh	ERAP1 HTS inh	PAX8 inh HTS	FN deposition inh	PGC1a acetyl inh	EWS-Fli inh	S100A4 MyoIIA	LGR2 inh
COc1ccc(S(=O)(=O)N(C)C[C@@H]2Oc3c(NC(=O)c4ccncc4)cccc3C(=O)N([C@@H](C)CO)C[C@@H]2C)cc1	-5	1	.	.	-3	-8	3	7
CCOc1ccc(CNC(=S)NCc2ccc(OCC)cc2)cc1	.	3	-12	11	.	-14	0	.
CCOc1ccc(Br)cc1S(=O)(=O)NCCN(C)C	1	0	.	.	4	.	1	.
COc1ccc(C(=O)NC2CCCc3c2cnn3-c2cc(F)cc(F)c2)c(OC)c1OC (stereo unspecified)	2	2	30	-5	.	5	-2	-1
CCOC(=O)C1(C)/C(=N/Nc2ccc(Cl)cc2)C(=O)C(=O)N1c1ccccc1 (stereo unspecified)	5	.	3	3	4	.	.	.
O=C(NC(=S)NCc1ccccc1)c1cccc([N+](=O)[O-])c1	0	-1	-3	10	0	14	-1	-13
C[C@@H]1CN([C@@H](C)CO)C(=O)c2cc(NC(=O)CCC(F)(F)F)ccc2O[C@@H](C)CCCCO[C@@H]1CN(C)C(=O)CCC(F)(F)F	-1	1	4	-6	5	-2	4	8
Cc1ccc(NC(=O)CN2CCC(NC(=O)c3ccccc3F)CC2)cc1C	1	-6	2	-1	11	5	-2	7
O=C(COC(=O)C1CC1)Nc1c(Cl)cccc1C(F)(F)F	2	5	-9	-1	0	-1	0	-9
Cc1ccc(S(=O)(=O)N(C)C[C@@H]2Oc3ccc(NC(=O)C4CC4)cc3C(=O)N([C@@H](C)CO)C[C@H]2C)cc1	-3	0	2	-27	7	3	11	-2
COc1cccc(NC(=O)N(C)C[C@@H]2OCc3ccccc3-c3c(n(C)c4ccccc34)C(=O)N([C@H](C)CO)C[C@H]2C)c1	-3	1	22	1	-7	11	-2	-18
COc1ccc(S(=O)(=O)N2CCCCC2)cc1NC(=O)Cc1sc(C)nc1-c1ccc(F)cc1	4	-3	25	-8	-12	9	-7	2
C[C@@H]1CN([C@H](C)CO)C(=O)c2cc(NS(=O)(=O)c3ccccc3)ccc2O[C@@H](C)CCCCO[C@@H]1CN(C)S(=O)(=O)c1ccccc1	3	-5	18	-4	11	0	-18	7
COc1cccc(NC(=O)N[C@H]2C=C[C@H](CC(=O)NCc3ccncn3)O[C@@H]2CO)c1	1	-2	-3	-11	6	10	8	-2
CCC(=O)Nc1ccc2c(c1)C(=O)N(C)[C@@H]1CC[C@H](CC(=O)O)O[C@@H]1CO2	2	-2	0	-10	-1	-5	-3	-22
CO[C@H]1CN(C)C(=O)c2ccc(NS(C)(=O)=O)cc2OC[C@H](C)N(CC2CC2)C[C@@H]1C	5	-3	-1	-3	-7	0	7	18
COc1cccc(C(=O)NCC2(c3ccc(OC)c(OC)c3)CCCC2)c1	4	0	-5	10	-19	6	-4	-6
O=C(NC1CCCC1)N1CCCCN2[C@H](CO)[C@@H](c3ccc(-c4cccnc4)cc3)[C@@H]2C1	1	1	-16	1	-5	-1	22	3
Cc1ccccc1S(=O)(=O)N1CC[C@@H]2[C@@H](CO)Nc3ccc(-c4ccccc4)cc3[C@@H]21	-2	0	34	-5	-7	17	4	15
CC(=O)c1ccc(NC(=S)Nc2ccc(Br)c(Cl)c2)cc1	.	-4	-11	.	9	-4	-1	-55

Sorted by the number under ERAP1 HTS inh (descending): three from the list above
structure | ERAP1 HTS inh
COc1cccc(NC(=O)N(C)C[C@@H]2OCc3ccccc3-c3c(n(C)c4ccccc34)C(=O)N([C@H](C)CO)C[C@H]2C)c1 | 1
Cc1ccccc1S(=O)(=O)N1CC[C@@H]2[C@@H](CO)Nc3ccc(-c4ccccc4)cc3[C@@H]21 | 0
COc1ccc(S(=O)(=O)N2CCCCC2)cc1NC(=O)Cc1sc(C)nc1-c1ccc(F)cc1 | -3

New compounds follow
SMILES	PglD inh	ERAP1 HTS inh	PAX8 inh HTS	FN deposition inh	PGC1a acetyl inh	EWS-Fli inh	S100A4 MyoIIA	LGR2 inh
CN(C)CC(=O)N[C@H]1CC[C@@H](CC(=O)NCc2ccccc2F)O[C@@H]1CO	2	2	-7	.	6	-36	38	14
O=C(O)[C@H](Cc1ccccc1)NC(=O)N1CCN(c2ccc(F)cc2)CC1	1	-10	5	2	-1	-29	-3	9
COc1ccc(/C=N/NC(=O)c2ccc(=O)n(C)c2)cc1OC	.	2	13	-11	.	12	-1	-28
CNC[C@@H]1Oc2cc(C#CC(C)(C)O)ccc2S(=O)(=O)N([C@H](C)CO)C[C@H]1C	-2	3	.	2	1	-4	10	16
Cc1ccc(C)c(NC(=S)NNC(=O)c2csc3c2CCCC3)c1	1	.	.	4	-11	.	.	-2
O=C(CN1CCN(c2ccc(O)cc2)CC1)Nc1ccc2c(c1)OCCCO2	4	-1	3	-10	-6	-5	-6	-5
